NPC1 prom act = activators of NPC1 promoter. Huh7 NPC1 promoter luciferase reporter, 24 h. Potency, µM (doses to about 9.22 µM), for the others: top-dose activation, usual class: activators. 2.4% of 320,000 active. AID 485313;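 also: % of control where 0% means no effect; nearly all actives have a fitted effect of over 60% in size; reporter is driven by a mutant NPC1 promoter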
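Luciferase expression driven by the NPC1 promoter was measured in stably transfected Huh7 cells after a 24 h compound incubation, using a luciferase reagent and a luminescence read.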
BRCA1 expr act = increases BRCA1 expression. MCF7-BRCA1-FFLuc reporter, luminescence, 48 h; response scale: scaled: vehicle 0%, 10 µM genistein 100%. Potency, µM (highest dose often 46.1 µM), without a hit: at the top dose activation, most hits filed as activators. 1.1% of 380,000 active; also: nearly all actives have a fitted effect of over 80% in size; some results filed as inactive show a strong effect at the top dose
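48 h compound treatment of MCF7-BRCA1-FFLuc cells (phenol-red free MEM, 37 °C), then 15 min with luciferase substrate and luminescence imaging.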
ELG1 genotox = inducers of genotoxicity in HEK293T ELG1-luciferase cells; HEK293T ELG1-luciferase reporter, luminescence, 16 h; Potency, µM (series often up to 46 µM), without a hit: at the top dose activity change, positive = activation, actives largely listed as activators; 1.3% of 330,000 active; also: % of control where 0% means no effect; nearly all actives have a fitted effect of over 60% in size
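Quantitative HTS format in 1536-well plates. HEK293T ELG1-luciferase reporter cells receive test compound and are incubated 16 hr at 37 °C, 5% CO2; ONE-Glo added, 30 min room temperature, then luminescence read.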
VP16 counter = inhibits Gal4-VP16 luciferase reporter, ROR gamma counter-screen; Potency, µM (doses to about 53.6 µM), for the others: top-dose activity, negative = inhibition, hits mostly inhibitors; AID 2546; 3.5% of 310,000 active; Drosophila S2 Gal4-VP16 UAS-luciferase, luminescence, 20 h;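 also: Gal4-VP16 expression switched on by copper sulfate through the metallothionein promoter; % is scaled to controls: 0 for no effect and ±100 for the full control effect; nearly all actives have a fitted effect of over 50% in size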
p53 reactivation = mutant p53 re-activation in reporter cells. Potency, µM (doses to about 92.2 µM), inactives show top-dose activity change, positive = activation, actives largely listed as activators. 0.063% of 320,000 active. H1299 p53-A138V BP100-luciferase reporter, luminescence, 24 h. AID 504706; also: % of control where 0% means no effect; nearly all actives have a fitted effect of over 45% in size
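p53-null H1299 cells stably carrying temperature-sensitive p53-A138V and a BP100-luciferase reporter were pinned with compounds (4-point, 1:5 series) and held 24 hrs at 37 deg C. Luminescence was read 10 min after detection reagent.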
Rab9 promoter act = activates the Rab9 promoter | Huh7 Rab9 promoter-luciferase reporter, luminescence, 24 h | Potency, µM (top dose mostly 9.22 µM), for inactives: at the highest dose activation, negative = inhibition, hits mostly activators | 2.8% of 320,000 active | AID 485297; also: % of control where 0% means no effect; nearly all actives have a fitted effect of over 60% in size
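Huh7 reporter line, Rab9 promoter upstream of luciferase. Compound exposure 24 h at 37 °C in reduced-serum medium with 10% FBS. Read-out: luminescence.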
RORg inh = ROR gamma (mouse) transcription inhibition. AID 2551. P51450. Potency, µM (series often up to 53.6 µM), for the others: at the top dose activity change, negative = inhibition, most hits filed as inhibitors. Drosophila S2 Gal4-RORgamma UAS-luciferase reporter, 20 h. 5.4% of 310,000 active; also: % is scaled to controls: 0 for no effect and ±100 for the full control effect; nearly all actives have a fitted effect of over 60% in size
Target sequence (P51450 whole entry, looked up, the tested form may be a part): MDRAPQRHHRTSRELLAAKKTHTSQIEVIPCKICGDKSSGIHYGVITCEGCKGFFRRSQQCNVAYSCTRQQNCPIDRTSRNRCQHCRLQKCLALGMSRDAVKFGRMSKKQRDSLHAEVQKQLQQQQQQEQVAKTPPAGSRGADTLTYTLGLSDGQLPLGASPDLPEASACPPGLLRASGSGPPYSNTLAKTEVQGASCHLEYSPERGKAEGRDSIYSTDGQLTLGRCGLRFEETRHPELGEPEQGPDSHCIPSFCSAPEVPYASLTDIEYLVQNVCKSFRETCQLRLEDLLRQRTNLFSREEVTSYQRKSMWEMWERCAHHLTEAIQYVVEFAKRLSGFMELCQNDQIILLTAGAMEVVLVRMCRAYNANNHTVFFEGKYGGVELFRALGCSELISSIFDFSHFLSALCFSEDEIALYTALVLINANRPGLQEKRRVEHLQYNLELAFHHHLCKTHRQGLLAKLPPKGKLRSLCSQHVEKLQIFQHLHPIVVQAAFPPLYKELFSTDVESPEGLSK
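Compounds are pin-transferred onto Drosophila Schneider cells expressing a copper-inducible Gal4–ROR gamma transactivation domain fusion. After 1 hr, copper sulfate is added to 700 uM final; luciferase is read 20 hr later.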
uPA surface inh = inhibitors of cell surface uPA generation; cell surface uPA generation assay, qHTS; Potency, µM (series often up to 38.3 µM), without a hit: top-dose activity change, negative = inhibition, hits mostly inhibitors; 0.31% of 330,000 active; active = well fitted inhibition curve with a large enough effect; inconclusive = small, poorly fitted or top-dose-only effect; inactive = no such curve, though single readings can be large or run the other way; tested in mouse RAW 264.7 cells; also: % is scaled to controls: 0 for no effect and ±100 for the full control effect; nearly all actives have a fitted effect of over 55% in size
FLuc counter = firefly luciferase modulation, counter-screen for miR-21 project; P08659; purified FLuc, Km substrates, luminescence inhibition; 6.9% of 360,000 active; Potency, µM (highest dose often 57.5 µM), for the others: top-dose activity change, negative = inhibition, most hits filed as inhibitors; AID 588342;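 also: plate controls were vehicle for no effect and reference inhibitor for full effect; nearly all actives have a fitted effect of over 55% in size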
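Biochemical qHTS of compounds, final roughly 60 µM downward over six points, against 10 nM purified firefly luciferase using Km concentrations of substrates (10 uM D-luciferin, 10 uM ATP) in Tris acetate pH 7.5 buffer; luminescence output.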
MBNL1 CUG block = inhibitors of human MBNL1 binding to CUG repeat RNA. Q9NR56. TR-FRET MBNL1-His/biotin-(CUG)12 binding, 665/545 ratio. Potency, µM (series often up to 57.5 µM), without a hit: at the top dose activity change, negative = inhibition, hits mostly inhibitors. 0.036% of 280,000 active; active = well fitted inhibition curve with a large enough effect in the signal ratio, with a control signal flat, not every such curve was filed as active; inconclusive = small, poorly fitted or top-dose-only effect, or effect the other way, or a change in a side signal; inactive = no such curve, though single readings can be large or run the other way; the % refers to the signal ratio; also: % is scaled to controls: 0 for no effect and ±100 for the full control effect
Target sequence (Q9NR56 whole entry, looked up): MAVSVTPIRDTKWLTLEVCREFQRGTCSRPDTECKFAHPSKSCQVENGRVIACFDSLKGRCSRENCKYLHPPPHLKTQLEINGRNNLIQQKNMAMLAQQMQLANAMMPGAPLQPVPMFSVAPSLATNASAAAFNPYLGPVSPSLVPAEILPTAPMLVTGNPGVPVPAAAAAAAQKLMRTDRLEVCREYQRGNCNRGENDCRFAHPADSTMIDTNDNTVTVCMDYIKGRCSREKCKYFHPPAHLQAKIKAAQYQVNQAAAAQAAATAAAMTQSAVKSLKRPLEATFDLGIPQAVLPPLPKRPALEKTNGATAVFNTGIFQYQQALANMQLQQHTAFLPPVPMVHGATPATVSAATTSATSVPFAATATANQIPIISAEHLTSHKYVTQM
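TR-FRET between His-tagged MBNL1 and biotin-(CUG)12 RNA, detected with Tb anti-His antibody (0.055 ng/ul) and streptavidin-XL665 (5 nM), 60 min at room temperature. Compounds titrated 92 nM to 58 uM; 665/545 nm ratio normalized to buffer and complex controls.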
The depositor's hits bear a star; ? = inconclusive; / = no result given; [ ] = dose if it differs, or a comment. Unless noted, calls follow the shape of the dose curve; as a rule, active = well fitted curve in the direction sought with a large enough effect; inconclusive = small, poorly fitted or top-dose-only effect, or another doubt; inactive = no such curve, though single readings can be large; an effect the other way counts as inactive or inconclusive. Potency is read from the fitted curve at half-maximal effect.

SMILES	NPC1 prom act	BRCA1 expr act	ELG1 genotox	VP16 counter	p53 reactivation	Rab9 promoter act	RORg inh	uPA surface inh	FLuc counter	MBNL1 CUG block
N#CC1(c2ccccc2)CCC(=O)N1Cc1ccccc1 (stereo unspecified)	-3.3%	-8.5%	0.1%	-12.0%	-5.6%	-5.5%	-5.0%	-9.0%	-0.3%	4.6%
N#CCc1nn(-c2ccccc2)c2ncnc(N)c12	-0.8%	-9.0%	3.1%	-2.0%	-3.8%	-4.6%	-1.1%	?	-2.2%	/
COc1ccc(-c2cc3c(nn2)-c2ccccc2C3=O)cc1	?	?	-7.7%	?	28.4%	0.1µM*	2.51µM*	-14.4%	0.169µM*	?
CCc1ccc(-c2cc(C)no2)cc1S(=O)(=O)NCCc1ccccc1	0.2%	-0.7%	-1.9%	?	28.1%	-2.3%	?	-19.6%	-7.1%	-6.8%
C=CCNC(=O)/C(C#N)=C/c1c(N2CCN(c3cccc(Cl)c3)CC2)nc2c(C)cccn2c1=O	-11.2%	-35.3%	-9.7%	2.6%	-6.5%	1.6%[1.84 µM]	-3.2%	5.7%	2.1%	-3.7%
CN(C)S(=O)(=O)c1cc(NC(=O)c2cc(=O)c3ccccc3o2)ccc1Cl	20.5%	25.0%	1.5%	-3.8%	23.9%	?	23.3%	-8.5%	?	?
O=C(CNS(=O)(=O)c1ccc(Cl)cc1)NC1CCCCC1	0.6%	2.0%	2.2%	/	18.6%	-0.5%	/	-20.4%	2.0%	/
Cc1ccc(-n2nc(-c3ccc(OC(F)(F)F)cc3)cc2N)cc1C	-0.4%	36.9%	-5.0%	?	14.0%	-0.5%	-4.3%	-3.2%	?	/
CSc1cccc(NC(=O)N2CCc3ccc(NC(=O)c4ccccn4)cc3C2)c1	2.51µM*	-29.8%	-6.6%	-16.8%	-3.0%	3.98µM*	?	?	8.49µM*	4.9%
CCOC(=O)c1sc2ncnc(NCC(c3cccs3)N(C)C)c2c1C (stereo unspecified)	-3.4%	-64.1%	3.4%	?	?	2.3%	?	-2.8%	-16.2%	53.7%[activator]

The final two entries of the part before are carried over, then new ones follow:
SMILES	NPC1 prom act	BRCA1 expr act	ELG1 genotox	VP16 counter	p53 reactivation	Rab9 promoter act	RORg inh	uPA surface inh	FLuc counter	MBNL1 CUG block
CSc1cccc(NC(=O)N2CCc3ccc(NC(=O)c4ccccn4)cc3C2)c1	2.51µM*	-29.8%	-6.6%	-16.8%	-3.0%	3.98µM*	?	?	8.49µM*	4.9%
CCOC(=O)c1sc2ncnc(NCC(c3cccs3)N(C)C)c2c1C (stereo unspecified)	-3.4%	-64.1%	3.4%	?	?	2.3%	?	-2.8%	-16.2%	53.7%[activator]
CCNc1nc(C)nc2c1oc1ccccc12	0.2%	7.0%	7.4%	16.9%	5.4%	11.1%	-11.2%	-18.9%	-0.6%	-1.0%
Cc1sc(C(=O)Nc2ccc3ccccc3c2)cc1CC(=O)O	?	?	15.3%	1.9%	4.6%	?	8.2%	-1.8%	9.53µM*	3.8%
Cc1ccc(NC(=S)N(CCN(C)C)Cc2cccs2)c(C)c1	-2.9%	-2.2%	?	-6.4%	24.2%	0.5%	?	-0.9%	-0.8%	1.0%
Cc1cc(NC(=O)C(C)SCC(=O)N(C)CC(=O)Nc2ccccc2Br)no1 (stereo unspecified)	1.3%	-2.5%	0.2%	/	14.1%	4.5%	/	8.5%	8.1%	/
CCOc1ccc(NC(=O)CCNC(=O)Cn2ccc3ccccc3c2=O)cc1	-8.7%	-7.9%	-1.3%	-3.7%	-5.5%	0.6%	0.5%	3.2%	-0.1%	-3.3%
CCCCN(C(=O)COC(=O)CSc1ccc([N+](=O)[O-])cc1)c1c(N)n(CCC)c(=O)[nH]c1=O	-3.7%	5.4%	2.7%	/	3.3%	-0.3%	/	3.1%	4.2%	/
Cc1ccc(-c2noc(CN3CCN(c4ccccc4F)CC3)n2)cc1	-2.2%	0.1%	11.4%	1.3%	-0.5%	1.0%	?	7.7%	0.2%	1.2%
Cc1ccc(N(CC(=O)O)C2SC(=O)NC2=O)cc1 (stereo unspecified)	-0.2%	-1.1%	1.0%	1.0%	19.5%	2.3%	19.6%	0.5%	0.5%	-3.3%
CCc1ccccc1NC(=S)N(Cc1cccnc1)Cc1ccco1	1.2%	-12.5%	-0.9%	24.0%	-0.3%	-7.8%	-13.1%	5.8%	4.5%	/
CCCCn1nnnc1SCC(=O)N1CCOCC1	0.8%	9.0%	-2.6%	-6.4%[0.365 µM]	-6.1%	-3.8%	40.4%	4.0%	-0.2%	0.0%
CCS(=O)(=O)c1nc(S(=O)(=O)c2ccc(C)cc2)c(NCCCn2ccnc2)s1	-3.1%	-0.8%	1.1%	-5.5%	11.2%	-4.8%	6.3%	-0.1%	1.6%	-2.9%
O=C(NNS(=O)(=O)c1ccc(F)cc1)c1cccc(O)c1	-2.1%	0.0%	-3.0%	4.4%	?	-4.6%	-0.5%	2.0%	-6.9%	1.4%
COCCn1c(C2CCCCC2)nc2sc3ccccc3c(=O)c2c1=O	7.6%	0.8%	0.4%	-0.9%	-1.5%	1.5%	1.7%	3.1%	3.9%	6.2%
CC1CCN(S(=O)(=O)c2nnc(NC(=O)c3ccccc3Br)s2)CC1	-3.4%	-13.4%	1.8%	-5.4%	/	-4.4%	27.5%	?	-0.6%	21.3%
c1ccc(Nc2nc(-c3ccccc3)ns2)cc1	1.78µM*	?	1.83µM*	-13.2%	?	1.26µM*	-30.4%	1.8%	2.13µM*	7.1%
Cn1c(=O)c2cc(S(=O)(=O)N3CCC(c4ccccc4)CC3)ccc2n(C)c1=O	-4.8%	-6.0%	-11.0%	-5.3%	7.3%	4.9%	18.3%	1.2%	-4.9%	-9.6%
COc1ccc(-n2cnc3cc(NS(=O)(=O)c4ccc(C)cc4)ccc32)cc1	-4.3%	/	2.5%	12.2%	3.0%	-5.7%	-20.9%	/	-0.1%	4.1%
CSC(C(=O)c1cc2ccccc2o1)c1ccccc1 (stereo unspecified)	?	85.8%	8.6%	/	18.8%	3.16µM*	/	4.9%	?	/
CC1CCN(C(=O)c2cc(N3C(=O)C4C5CCC(C5)C4C3=O)ccc2Cl)CC1 (stereo unspecified)	-2.7%	/	8.6%	7.8%	-5.8%	22.0%	-1.5%	/	-11.5%	/
COC(=O)c1ccc(-c2ccco2)n1Cc1nc(-c2ccc(OC)c(OC)c2)oc1C	-3.2%	-53.6%	-0.8%	3.6%	3.6%	-4.3%	-42.4%	0.4%	-0.9%	6.1%
Cc1nnc(SCc2ccccc2)n1CC1CCCO1 (stereo unspecified)	-1.4%	5.5%	1.7%	9.9%	0.9%	8.7%	-11.4%	8.2%	-0.4%	-4.4%
Nc1nnc(SCC(=O)c2cccc([N+](=O)[O-])c2)s1	0.2%	-5.0%	-9.1%	-22.5%	4.8%	1.1%	1.6%	6.7%	4.3%	?
O=C(CN1CCC(NC(=O)C2CCCCC2)CC1)Nc1cccc(F)c1	0.6%	-17.0%	-0.4%	2.3%	-1.2%	-6.7%	7.4%	0.6%	6.2%	-0.5%
COc1ccccc1C1/C(=C(/O)c2ccc(C)cc2)C(=O)C(=O)N1Cc1ccco1 (stereo unspecified)	-2.7%	-15.9%	3.5%	2.6%	-11.8%	-5.1%	0.6%	0.1%	0.3%	-15.2%
CCN(CC)CCNC(=O)C(=O)NCC1OCCN1S(=O)(=O)c1ccc([N+](=O)[O-])cc1 (stereo unspecified)	0.5%	-34.6%	0.8%	-9.4%	-7.2%	1.5%	19.9%	-1.2%	-1.0%	?
CCOC(=O)c1[nH]nc(N)c1NC(=O)c1ccc(Cl)cc1Cl	-3.8%	29.1%	15.5%	?	8.2%	4.8%	?	-5.7%	-8.4%	?
COC(=O)Cn1c(=O)c2c(n(Cc3ccccc3)c1=O)N/C(=C/c1ccc(OC)cc1)C2=O	-0.8%	0.0%	-0.8%	-0.3%	-2.5%	-6.5%	-1.3%	4.0%	-0.7%	-2.3%
CN(CC(=O)Nc1ccc(F)cc1)C(=O)Cn1cnc2ccc([N+](=O)[O-])cc2c1=O	/	-2.6%	3.0%	/	-2.8%	/	/	1.7%	/	/
CCN(CC(=O)Nc1ccccc1OC)C(=O)CC1CCCC1	/	6.3%	-1.9%	/	-2.6%	/	/	2.4%	/	/
Cc1cc(=S)[nH]c(=S)[nH]1	-1.2%	-0.5%	1.6%	-1.6%	-2.1%	-2.3%	-4.2%	3.1%	-8.8%	-13.3%
Cc1ccc(-c2c[n+]3c(n2-c2ccccc2)SCC3)cc1	-34.9%[inhibitor]	-46.0%	-8.8%	-10.2%	3.4%	-34.8%[inhibitor]	32.6%	?	6.0%	-16.6%
O=C(COC(=O)CCC(=O)c1ccc(F)cc1)NC1CCCCC1	/	-15.2%	2.5%	/	0.7%	/	/	2.9%	/	/
Cc1c(CCC(=O)N[C@@H](C)C(=O)O)c(=O)oc2cc3oc4c(c3cc12)CCCC4	-2.7%	-12.1%	5.2%	?	-11.5%	-6.4%	-44.0%	-11.7%	10.7µM*	-5.6%
CCCCn1c(=O)n(C)c(=O)c2c3c(sc21)COC(C)(C)C3	-1.4%	-23.3%	-2.0%	-3.3%	-3.4%	-3.2%	6.6%	-7.5%	-0.2%	-4.5%
CCOc1ccc(C(=O)NC2CCN(CC(=O)NCc3ccccc3)CC2)cc1	-1.5%	0.0%	-0.7%	8.3%	-7.4%	-1.0%	16.2%	2.5%	-14.2%	-1.8%
Cc1ccc(NC(=O)COC(=O)Cn2cnc3ccccc32)cc1S(=O)(=O)N(C)C	1.0%	3.7%	2.4%	9.0%	19.2%	-2.2%	4.3%	1.0%	-11.5%	8.4%

Screens from PubChem.
